Screening results deposited in PubChem BioAssay by Sanford-Burnham Center for Chemical Genomics.
TIM10 inh: growth inhibitors of TIM10 yeast strain; S. cerevisiae TIM10 strain growth, BacTiter-Glo luminescence, 24 h; inhibition, % at 10 µM; 1.4% of 330,000 active; AID 463195;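 active = inhibition of 40% or more at the single tested concentration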;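 also: wild-type TIM10 isogenic control strain grown at permissive 25 °C; 0% = DMSO yeast wells and 100% = minimal medium wells without yeast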
MPTP block: permeability transition pore inhibition. 1.4% of 360,000 active. inhibition, % at 10 µM. isolated mouse mitochondria, Ca2+ swelling absorbance, 30 min. AID 602449;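 active = inhibition of 50% or more, scaled per plate between neutral and stimulator controls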;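 also: 0% = DMSO wells given calcium and 100% = 1 mM EGTA wells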
tim10-1 inh: growth inhibitors of tim10-1 mutant yeast | S. cerevisiae tim10-1 ts strain growth, BacTiter-Glo, 24 h | inhibition, % at 20 µM | 2.2% of 330,000 active | AID 463190;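 active = inhibition of at least 40%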;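 also: mutant grown at 25 °C; 0% = DMSO wells with yeast and 100% = wells holding no yeast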
beta cell repl: induces beta-cell replication in MIN6 cells; MIN6 cells proliferation, ATPlite luminescence, 48 h; cells starved in 0.2% serum; 100% = growth in 10% serum; 0.29% of 330,000 active; proliferation, % at 10 µM;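 active = compounds whose signal lies at least 3.5 SD above the mean of all wells on their plate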;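 also: 0% = DMSO-treated cells in low-serum medium and 100% = 10% serum control; some compounds called inactive have numbers as strong as hits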
NALP3 yeast inh: inhibitors of NALP3 inflammasome in yeast. Yeast reconstituted NLRP3/ASC/caspase-1, beta-gal luminescence, 24 h. inhibition, % at 10 µM. AID 2825. 0.39% of 330,000 active;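 active = inhibition of 50% or more; inactive = inhibition below 50%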;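 also: plate controls were induced DMSO wells for no effect and uninduced yeast grown without galactose for full effect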
APJ agonist: activates the human apelin receptor APJ. 0.11% of 330,000 active. P35414. activation, % at 20 µM. CHO-K1 APJ PathHunter beta-arrestin, luminescence; 0% DMSO wells, 100% apelin. AID 2520;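 active = activation more than six SD over the plate average, tested at 20 µM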;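 also: 0% = DMSO alone and 100% = apelin-13 at 10 nM; some results filed as inactive read as strong as hits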
Target sequence (P35414 whole entry, looked up): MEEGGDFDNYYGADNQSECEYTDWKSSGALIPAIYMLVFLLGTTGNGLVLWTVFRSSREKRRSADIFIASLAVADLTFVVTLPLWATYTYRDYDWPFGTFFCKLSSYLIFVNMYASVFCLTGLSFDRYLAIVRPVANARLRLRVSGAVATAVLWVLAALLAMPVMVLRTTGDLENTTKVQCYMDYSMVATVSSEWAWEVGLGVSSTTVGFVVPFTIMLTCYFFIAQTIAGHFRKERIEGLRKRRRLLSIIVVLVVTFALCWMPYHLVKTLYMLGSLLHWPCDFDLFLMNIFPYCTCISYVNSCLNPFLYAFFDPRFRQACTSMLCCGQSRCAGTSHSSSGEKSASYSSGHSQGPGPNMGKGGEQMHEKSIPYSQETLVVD
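Assay system: CHO-K1 cells stably expressing ProLink-tagged human APJ and arrestin–beta-gal acceptor. Compound dosing: 20 µM single point, 1% DMSO. Times: 16-18 h seeding, 90 min dark compound exposure, 60 min detection. Detection: beta-gal luminescence. Evaluation: APJ–arrestin association signal. Controls: negative DMSO alone, positive Apelin-13 at 10 nM.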
tim23-1 inh: tim23-1 yeast growth inhibition. inhibition, % at 20 µM. 1.3% of 330,000 active. S. cerevisiae tim23-1 growth, BacTiter-Glo luminescence, 24 h;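 active = growth inhibition of the mutant yeast at or above 50%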;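 also: temperature-sensitive mutant grown at 25 °C; plate controls were DMSO-treated mutant yeast for no effect and medium wells lacking yeast for full effect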
NR3A LBD binder: NR3A (human) ligand-binding domain modulation. NR3A LBD differential scanning fluorimetry, Tm shift; 0% = protein alone, 100% = glycine-bound protein. Tm shift relative to glycine control, % at 25 µM. 2.5% of 340,000 active. AID 1259313;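 active = melting temperature shift of at least 10% of the positive control shift, at one fixed dose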
APJ antag: blocks the human apelin receptor APJ; P35414; CHO-K1 APJ beta-arrestin complementation, luminescence; inhibition, % at 20 µM; 0.32% of 330,000 active; AID 2521;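 active = inhibition above about 40% at 20 µM, limit read from the data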;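 also: cells challenged with 10 nM apelin-13 agonist together with compound; plate controls were apelin-13 plus DMSO wells for no effect and DMSO wells lacking apelin-13 for full effect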
* marks the source's active call; other numbers are inactive results; nt = not tested or not shown.

The opening 3 compounds, to show the layout:
SMILES	TIM10 inh	MPTP block	tim10-1 inh	beta cell repl	NALP3 yeast inh	APJ agonist	tim23-1 inh	NR3A LBD binder	APJ antag
Oc1cccc(C2c3[nH]c4ccccc4c3CCN2Cc2ccoc2)c1 (centres undefined)	17	2.6	20	-3	11	-2	11	-1	5
COc1ccc(CCNC(=O)C2CCN(c3nccc(C)n3)CC2)cc1	-10	-0.1	-2	-2	21	0	12	1	-23
Clc1ccc(/C=C/c2ncc[nH]2)c(Cl)c1	15	0.9	24	-5	13	-2	39	-10	8

The list itself, from the first entry:
SMILES	TIM10 inh	MPTP block	tim10-1 inh	beta cell repl	NALP3 yeast inh	APJ agonist	tim23-1 inh	NR3A LBD binder	APJ antag
Oc1cccc(C2c3[nH]c4ccccc4c3CCN2Cc2ccoc2)c1 (centres undefined)	17	2.6	20	-3	11	-2	11	-1	5
COc1ccc(CCNC(=O)C2CCN(c3nccc(C)n3)CC2)cc1	-10	-0.1	-2	-2	21	0	12	1	-23
Clc1ccc(/C=C/c2ncc[nH]2)c(Cl)c1	15	0.9	24	-5	13	-2	39	-10	8
CCCCn1c(CN2CCOCC2)nc2c1c(=O)n(C)c(=O)n2C	-12	-0.8	1	4	9	-8	10	3	-1
Nc1cccc(-c2cc(-c3ccccc3)nc(-c3cccc(N)c3)n2)c1	44*	-2.0	26	-2	18	2	42	43*	-15
COC(=O)c1ccc(OCC(O)CN2CCc3cc(OC)c(OC)cc3C2c2ccccc2)cc1 (centres undefined)	8	1.7	8	-2	18	-1	27	0	9
CN(C)CC(C(=O)c1ccccc1)c1ccccc1 (centres undefined)	51*	3.7	50*	-3	-14	-3	50	-2	15
COc1ccc(COC(=O)C2=C(C)NC(=O)NC2c2ccc(F)cc2)cc1 (centres undefined)	-1	0.3	6	-3	20	23*	9	-1	-7
Cc1ccc(-c2nnn(CC(=O)N(c3cccc(O)c3)C(C(=O)NC(C)(C)C)c3cccs3)n2)o1 (centres undefined)	-8	-1.2	17	-2	13	-1	-17	6	-13
Nc1ccc2nc(-c3cc(Cl)c(N)c(Cl)c3)[nH]c2c1	14	0.6	14	-5	3	1	-3	12*	-18
CCNC(=S)NNC(=O)c1cc(-c2ccccc2C)nc2ccccc12	33	-0.2	46*	-3	14	-3	33	-8	26
O=C(Nc1ccc(-c2ccccc2)cc1)c1ccc2c(c1)S(=O)(=O)c1ccccc1C2=O	-18	0.2	-23	-4	7	14	-4	-8	-124
CCCC(=O)Nc1sc(C(=O)OC)c(C)c1C(N)=O	9	-2.3	14	0	9	-2	14	-3	14
C(=C\c1ccccc1)/CSc1nnc(-c2cnccn2)n1Cc1ccco1	8	6.6	3	1	9	-5	29	2	13
Cn1c(SCC(=O)NCc2ccco2)nnc1C1CC1	-2	-0.2	-8	-1	-19	-1	7	1	-5
Cc1nc(SCC(=O)NCc2ccco2)nc(C)c1C	-2	-0.1	10	1	-3	-3	-4	-2	9
CC1(C)CC2(C)OC(=N)C1(C#N)C2(C#N)C#N (centres undefined)	13	4.5	16	0	-7	1	8	-1	9
COc1ccc(CN2CCN(CC3CC3)CC2CCO)cc1C (centres undefined)	-4	-1.0	8	-2	25	-2	6	-3	6
Fc1cccc(Cl)c1Cn1nnc2c(NCc3ccccn3)ncnc21	-2	0.0	28	0	-9	1	-5	-1	-14
CC1CCC(N(CCCN)Cc2ccco2)CC1C (centres undefined)	-13	2.0	9	-4	11	-3	11	0	7
Cc1cccc(N2C(S)=C(C#N)C(=O)NC2c2ccco2)c1 (centres undefined)	12	0.2	10	-2	8	-5	2	0	18
COC(=O)[C@@]1(Cc2ccc(F)cc2)[C@H]2c3cc(C(=O)N4CCCC4)n(CCc4c[nH]c5ccc(OC)cc45)c3C[C@H]2CN1C(=O)c1ccccc1	13	nt	2	-7	13	1	23	nt	13
CCOC(=O)C1C(=O)C=C(N2CCOCC2)CC1c1cccc(OC)c1 (centres undefined)	9	-1.5	13	1	-7	3	13	3	17
COc1ccc(C(=O)CNC2=NCCC2)cc1	-30	0.6	9	-4	-6	0	-3	0	-7
COc1cccc(C(=O)NCCNC(=O)c2ccc(C)nc2)c1	3	1.6	-5	0	10	2	-7	0	15

Remaining list, next part
SMILES	TIM10 inh	MPTP block	tim10-1 inh	beta cell repl	NALP3 yeast inh	APJ agonist	tim23-1 inh	NR3A LBD binder	APJ antag
CN(C)c1ccc(N=C/C=C2\N(C)c3ccccc3C2(C)C)cc1	-15	13	-12	-4	41	-2	-20	-3	-1
OCC1(CCOc2ccccc2)CCN(Cc2ccc3c(c2)OCCO3)CC1	-50	0.2	-39	-1	13	-2	-11	-1	7
CC1CN(Cc2cn(C)nc2-c2ccc(Oc3ccccc3)cc2)CCN1C (centres undefined)	-23	-0.1	24	-3	13	-2	19	0	-10
Cc1cccn2c(=O)c(C=O)c(N3CCCCCC3)nc12	22	0.8	46*	-1	3	0	58*	-2	15
O=C(Nc1ccccc1)c1sccc1Oc1ccc([N+](=O)[O-])cc1F	4	0.9	23	-3	19	-3	37	-1	-21
CCc1nc2ccccc2c(C(=O)OCC(=O)NC2CC2)c1C	12	-0.5	8	-1	6	-2	18	1	11
Cn1c(N)cc(-c2ccc(F)cc2)c(C#N)c1=O	8	-1.0	-3	-1	2	-1	1	-3	16
CCOC(=O)c1sc2nc(C)nc(NCc3ccccc3)c2c1C	-25	1.0	2	-2	12	0	21	-2	5
Cc1cc(C)cc(OCC(=O)N/N=C/c2ccncc2)c1	18	1.2	4	4	8	-2	13	4	3
COc1cc(Cl)c(C)cc1NC(=O)c1cc(S(=O)(=O)N(C)C)ccc1N1CCCC1	15	0.3	24	1	6	-4	20	0	8
CC1CN(c2ccccc2)CCN1C(=O)c1cc(COc2c(F)cccc2F)on1 (centres undefined)	4	1.1	1	1	16	0	12	-1	16
CCOc1ccccc1CNC(=O)c1ccc2c(c1)N(CC)CCS2	1	0.0	24	-7	23	3	24	-3	4
O=C(NCCc1c[nH]c2ccccc12)/C(=C\c1cccnc1)NC(=O)c1ccccc1Br	-15	2.6	9	0	16	2	13	2	-14
COC(=O)c1ccc(CSc2nc3c(c(=O)n2-c2ccc(C)cc2)SCC3)o1	18	-0.6	28	-1	18	-2	35	-3	24
O=C(Nc1ccc(COc2ccccc2)cc1)Nc1cccc(C(=O)O)c1	7	3.6	4	-3	10	-1	9	9	14
Cn1nnnc1SCc1c(F)cccc1F	-8	0.3	11	-4	5	-5	21	-1	-22
COc1ccc(C(=O)Nc2nc3c(s2)Cc2cc(OC)ccc2-3)cc1	7	0.9	4	-1	1	-1	1	11*	-42
Cn1c(-c2ccccn2)[n+](C)c2ccccc21	21	-1.5	17	-3	0	-1	-1	0	-10
CC(C)NC(=S)N/N=C/c1cccs1	28	-1.8	15	0	13	9	40	1	9
O=C(Nc1nc2ccccc2[nH]1)c1ccc(Cl)c([N+](=O)[O-])c1	15	5.0	-10	-6	19	5	-3	-2	4
Cc1cccc(N2CCN(C(=O)c3c(-c4ccccc4Cl)noc3C)CC2)c1C	-6	-0.7	11	-5	13	-3	21	nt	13
COc1ccccc1N1CCN(C(=O)C2CCC(Cn3c(=S)[nH]c4ccccc4c3=O)CC2)CC1 (centres undefined)	-1	8.5	35	-6	18	-1	3	0	-5
COc1ccc(OC)c(S(=O)(=O)NCCc2csc(-c3cccnc3)n2)c1	-10	0.8	7	-2	0	-4	-3	0	-2
O=C(Nc1ccccc1N1CCN(C(=O)c2ccccc2)CC1)c1cccc(Cl)c1	-5	2.6	4	-2	2	1	8	0	5
CN(C)C(=O)c1nnsc1Sc1ccc(Cl)cc1	2	0.1	4	-1	20	-2	18	-1	10

Complete entries, looked up by structure. Screens in order: TIM10 inh | MPTP block | tim10-1 inh | beta cell repl | NALP3 yeast inh | APJ agonist | tim23-1 inh | NR3A LBD binder | APJ antag
`CC1CN(Cc2cn(C)nc2-c2ccc(Oc3ccccc3)cc2)CCN1C` (centres undefined) is listed as -23 | -0.1 | 24 | -3 | 13 | -2 | 19 | 0 | -10
`Cn1c(-c2ccccn2)[n+](C)c2ccccc21` is listed as 21 | -1.5 | 17 | -3 | 0 | -1 | -1 | 0 | -10

(listing goes on)
SMILES	TIM10 inh	MPTP block	tim10-1 inh	beta cell repl	NALP3 yeast inh	APJ agonist	tim23-1 inh	NR3A LBD binder	APJ antag
COc1ccc(N=Nc2c(C)[nH][nH]c2=O)cc1	0	-1.8	36	-2	24	-3	8	-3	13
COc1cc(/C=C/C(=O)OCC(=O)N2CCN(C(=O)c3ccco3)CC2)ccc1O	4	-0.2	12	2	3	-2	6	0	9
CNC(=O)c1cc2c(=O)n3cccc(C)c3nc2n(C(C)C)c1=N	-10	2.6	-3	-2	8	0	16	1	4
CC(=O)c1cccc(NC(=O)CCCSc2ccccc2)c1	21	-0.7	14	-4	17	2	26	3	6
O=C(Nc1c(-c2ccccc2)nc2ccccn12)c1ccco1	-14	1.0	12	-2	12	1	21	0	-7
CCCN1CCN(S(=O)(=O)c2ccc(OC)c(Br)c2)CC1	-29	1.4	-26	-2	18	4	-18	-2	-11
COc1ccccc1NC(=S)NCCN1CCOCC1	4	0.2	5	-1	-1	-3	3	-2	12
COc1ccc(-c2sc3ccc(N4CCOCC4)cc3c2C#CC2(O)CCCCC2)cc1	10	-0.7	22	-6	15	1	26	-6	-16
COc1ccc(C(=O)N2CC=C(c3ccccc3)CC2)cc1S(=O)(=O)N1CCOCC1	-11	-0.5	15	-1	21	1	5	0	-13
COc1ccccc1CN(C)C(=O)c1cc2ccccc2o1	-2	0.3	-24	1	27	-3	18	-2	12
O=C(CSc1ncnc2nc[nH]c12)c1ccccc1	-24	-1.6	0	0	2	-3	-6	3	-7
Cn1c(SCc2ccccc2)nnc1-c1ccc2nonc2c1	-7	0.4	8	-3	-2	-1	4	0	2
CC(C)(C)n1nnnc1C(c1cccs1)N(Cc1ccccc1)Cc1cccnc1 (centres undefined)	15	-1.1	22	-2	-28	3	34	-4	11
COc1ccc(OC)c2c1nc1n2CCS1	-7	1.6	-11	-1	5	1	-10	0	-5
Cc1cc(-c2ccc(Cl)cc2)n2nc(N)nc2n1	7	-1.4	10	0	11	-1	6	0	14
COc1ccc(NC2SC(=O)N(C)C2=O)cc1 (centres undefined)	-10	-0.6	3	2	0	-3	-12	-1	3
O=C(CCSc1ccccc1)Nc1nnc(-c2ccccc2)o1	12	-0.4	-11	-1	-4	-2	-3	1	-63
CCOc1ccccc1N1CCN(Cc2ccc(OC)c(OC)c2OC)CC1	-6	0.4	8	-1	20	-4	1	1	13
OCC[C@@H]1C[C@@H](O)[C@H](O)[C@]2(Cc3ccccc3CCO2)O1	-9	-0.7	-26	1	14	-3	-11	6	4
CC(C)(C)OC(=O)NCCCCCNC(=O)c1nc[nH]c1C(=O)NCc1ccccc1	4	0.2	12	3	10	-3	0	-1	-1
CN(C(=O)c1ccccc1C(=O)OCC(=O)Nc1ccc(OC(F)F)cc1)c1ccccc1	9	1.0	43*	-3	22	-1	30	-1	16

Part of the list above in order of SMILES length, falling.
SMILES	TIM10 inh	MPTP block	tim10-1 inh	beta cell repl	NALP3 yeast inh	APJ agonist	tim23-1 inh	NR3A LBD binder	APJ antag
CC(C)(C)n1nnnc1C(c1cccs1)N(Cc1ccccc1)Cc1cccnc1 (centres undefined)	15	-1.1	22	-2	-28	3	34	-4	11
CCOc1ccccc1N1CCN(Cc2ccc(OC)c(OC)c2OC)CC1	-6	0.4	8	-1	20	-4	1	1	13
COc1ccc(N=Nc2c(C)[nH][nH]c2=O)cc1	0	-1.8	36	-2	24	-3	8	-3	13
